Screening data from PubChem.
hcGAS lum = blocks human cGAS activity. AID 1259398. 290,000 compounds, 0.081% hits. inhibition, % at 12.5 µM. recombinant h-cGAS, ATP depletion, Kinase-Glo luminescence. Q8N884;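 also: 0% = vehicle reaction and 100% = reaction without DNA for no activity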
Target sequence (Q8N884 whole entry, looked up): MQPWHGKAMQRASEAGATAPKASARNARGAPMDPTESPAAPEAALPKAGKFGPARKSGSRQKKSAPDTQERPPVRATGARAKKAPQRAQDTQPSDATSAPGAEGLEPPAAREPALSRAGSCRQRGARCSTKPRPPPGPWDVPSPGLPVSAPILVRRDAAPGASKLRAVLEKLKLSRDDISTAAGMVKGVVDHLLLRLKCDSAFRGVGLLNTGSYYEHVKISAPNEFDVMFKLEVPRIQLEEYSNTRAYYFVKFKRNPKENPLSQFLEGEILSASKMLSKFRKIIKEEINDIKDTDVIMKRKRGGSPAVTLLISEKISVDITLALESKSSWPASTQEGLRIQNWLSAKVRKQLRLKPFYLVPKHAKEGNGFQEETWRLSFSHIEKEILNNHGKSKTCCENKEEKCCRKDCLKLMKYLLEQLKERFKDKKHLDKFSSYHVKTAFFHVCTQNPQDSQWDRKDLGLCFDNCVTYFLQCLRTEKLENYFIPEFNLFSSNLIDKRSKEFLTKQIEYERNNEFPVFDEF
NPYLR7 ag = mosquito NPYLR7 agonism; HEK293T NPYLR7/Galpha15, GCaMP6s calcium fluorescence; activation, % at 10 µM; 270,000 compounds, 0.15% hits; AID 1259423; in the data active = activation above about 40%;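 also: 0% = vehicle and 100% = reference agonist at the receptor; some compounds past the cut are filed as inactive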
mcGAS inh = blocks mouse cGAS activity; inhibition, % at 12.5 µM; Q8C6L5; 160,000 compounds, 0.15% hits; AID 1259399; recombinant cGAS, Kinase-Glo ATP depletion luminescence;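 also: 0% = negative control wells and 100% = reference inhibitor with no enzyme activity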
Numbers without * were called inactive; . = no result given. Rule as the data show it, unless noted: active = inhibition above about 40%; inactive = the rest.

SMILES	hcGAS lum	NPYLR7 ag	mcGAS inh
CCCC(=O)NCCNc1cc(-n2cccn2)nc(C)n1	-3	-6	-7
CCCNc1ncc(CN2CCN(S(=O)(=O)c3ccccc3)CC2)cn1	2	-15	.
Cc1ccc(-c2cc3c(=O)n(CC(=O)Nc4ccc(F)cc4F)ncn3n2)cc1C	-11	-12	-10
CNc1nnc(SCC2=C(C(=O)O)N3C(=O)C(N)C3SC2)s1 (stereo not given)	5	-5	4
CCOc1cccc2cc(-c3csc(Nc4ccc(Cl)cc4Cl)n3)c(=O)oc12	-5	-2	.
CCCOCCN1CCOC(c2ccc(Cl)c(Cl)c2)C1 (stereo not given)	-4	-2	.
Nc1nc(-c2cc3ccccc3o2)nc(N2CCc3ccccc32)n1	-4	4	.
COc1ccc(C(=O)N2CCCC3(CC2)CNC(=O)O3)cc1N1CCOCC1 (stereo not given)	-6	.	-12
CC(C)C(CNc1ccc2nnc(C(F)(F)F)n2n1)N1CCOCC1 (stereo not given)	-2	0	.
Cn1nc(C(=O)Nc2ccc(S(=O)(=O)N3CCC(Cc4ccccc4)CC3)cc2)ccc1=O	1	7	.
CC(C)CN1C(=O)N(C)C2(CCN(Cc3cccc4nccnc34)CC2)C1=O	-3	3	-12
COc1ccc(C=C2N=C(c3ccccc3F)OC2=O)cc1OC	-3	3	-1
Cn1cccc1-c1nnc(C2(c3ccc4c(c3)OCO4)CCOCC2)o1	-7	11	-16
COc1ccc(NC(=O)NCc2nnnn2C2CCCCC2)cc1	-1	1	.
CN(Cc1ccc(Br)s1)Cn1ncc2c([nH]c3ccccc32)c1=O	4	15	-2
O=C(/C=C/c1ccc2ccccc2n1)NC1CCSc2ccccc21 (stereo not given)	-6	-2	.
CN(C(=O)C(Cl)Cl)c1ccc(OC(=O)c2ccco2)cc1	-6	0	-4
CC1=C(C(=O)OC(C)C)C(c2ccccc2F)NC(=O)N1C (stereo not given)	-3	-9	-6
CCc1ccc(NC(=O)c2ccc(CN3CCCC3=O)cc2)cc1	-17	1	.
COc1cccc(C(=O)N2CCC(CO)(Cc3ccccc3)CC2)c1OC	-5	16	.
CN1CC2(CCN(C(=O)c3cc4ccccc4s3)C2)OC1=O (stereo not given)	-3	2	.
COc1ccc(Cl)cc1C(=O)Nn1cnc2c(cnn2C(C)(C)C)c1=O	-6	0	.
COc1ccc(OCc2ccc(-c3nc(C#N)c(NCc4ccccc4)o3)o2)cc1	-9	0	-10
CCc1cnc(C)nc1N(C)CCCc1cnn(C)c1	-4	-1	-10
CC(C)C(CNC(=O)CCn1c(=O)oc2cc(S(=O)(=O)N3CCCC3)ccc21)N1CCOCC1 (stereo not given)	-7	-4	.

Overlap with the part before: two entries, followed by the next part.
SMILES	hcGAS lum	NPYLR7 ag	mcGAS inh
CCc1cnc(C)nc1N(C)CCCc1cnn(C)c1	-4	-1	-10
CC(C)C(CNC(=O)CCn1c(=O)oc2cc(S(=O)(=O)N3CCCC3)ccc21)N1CCOCC1 (stereo not given)	-7	-4	.
CCOC(=O)CN1CCN(c2ccc(C)c(Cl)c2)C(=O)C1C (stereo not given)	-2	2	-4
CCCC#CC#C/C=C/COC(=O)C=C(C)C	-1	-11	-6
CCc1nc2ccc(C(=O)N(C)C(C)C)cn2c1N(CCN(C)C)CC1CC1	-7	-1	-3
O=c1cc(CCl)[nH]c2nc3ccccc3n12	4	1	.
CCOC(=O)C1(CCc2ccccc2)CCCN(C(=O)c2ccnn2C)C1 (stereo not given)	-4	2	.
Cc1[nH]n(-c2cccc(Cl)c2)c(=O)c1C1=C(N2CCCCC2C)C(=O)N(Cc2ccccc2)C1=O (stereo not given)	-7	13	23
OC1(CSc2nnc(NCc3ccc(F)cc3)s2)CCCCC1	-6	8	-18
Cc1ccc(N2C(=O)CC(N3CCN(c4ccccc4F)CC3)C2=O)cc1 (stereo not given)	-5	-6	-6
Cc1n[nH]c(C)c1CCCOc1ccccc1Br	-6	6	.
CCOC(=O)c1cc(-c2cccc(NC(=O)COc3ccc(Cl)cc3)c2)n(-c2cccc(F)c2)n1	8	1	1
Cc1ccc(C)c(N(Cc2csc(-c3c(C)c(C)nn(C)c3=O)n2)C(C)C)c1	-10	6	.
COc1ccc(C2CC(C(F)(F)F)n3ncc(C(=O)NCCc4ccccc4)c3N2)cc1 (stereo not given)	-6	-7	-7
COCCN(Cc1ccc(OS(=O)(=O)c2ccc(NC(C)=O)cc2)cc1)C(=O)NC(C)(C)C	-2	-1	-6
Cc1nc(CN(C)C(=O)CSc2ccc(Cl)cc2)no1	-6	6	.
O=C(Nc1cccc2ccccc12)N1CCC2(CCCNC2)C1 (stereo not given)	3	0	.
Cc1ccc(C(O)c2ncc(-c3cccc(C(F)(F)F)c3)[nH]2)cc1F (stereo not given)	-4	1	.
CN(C)CCCO[C@H]1[C@@H](C(O)CO)OC2OC(C)(C)O[C@@H]21 (stereo not given in full)	-1	-9	.
CCOc1cccc2sc(N(CCCn3ccnc3)C(=O)/C=C/c3cccs3)nc12	-5	-10	-6
COc1cc(=O)n(-c2ccc(C)cc2)nc1C(=O)Nc1ccc(OC(F)(F)F)cc1	-7	8	-7
CCc1nc2c(OCCOc3ccc(F)cc3)cccn2c1N(C)C(C)=O	-3	7	-3
CC(C)n1nccc1NC(=O)c1cccc2c1OCCO2	-11	7	-8
CC(C)(C)n1ncc2c1CCNC2	-6	5	.
CNC(=O)[C@H]1C[C@]2(CCCCN(CCOC)C2=O)N(C(=O)c2cccs2)[C@H]1c1ccccc1	-4	6	-4
CCCCCCCCCC(=O)Nc1ccc(N2CCCC2)c(C(=O)NC(C)c2ccccc2)c1 (stereo not given)	5	-3	-3
Cc1cccc(CNC(=O)NCC2CCN(Cc3ccccn3)C2)c1 (stereo not given)	6	-1	.
Cc1ccc(NC(=O)N2CCc3c(cnn3-c3ccc(C#N)cc3)C2)cc1	1	1	.
CCCCS(=O)(=O)N1CCC(C(=O)N2CC(C)C(=O)Nc3ccccc32)CC1 (stereo not given)	0	-3	-2
CCc1ccccc1NC(=O)Cn1nnc(C(=O)NCc2ccccc2)c1N	-11	8	-7
O=C(NCc1nnnn1C1CCCCC1)Nc1ccccc1	0	0	.
O=C(O)CSc1nc2ccccc2n1Cc1ccccc1	-6	-6	-2
O=[N+]([O-])c1cccc(-c2csc(Nc3ccc(Cl)cc3)n2)c1	1	-2	.
CC1(C)O[C@@H]2C[C@@](OCc3cccc(Cl)c3)(C(=O)NCc3ccco3)CC(OCc3ccc(C#N)cc3)[C@@H]2O1 (stereo not given in full)	0	-3	-3
O=C(O)CCn1c(-c2cccc3ccccc23)n[nH]c1=O	-6	7	.
Cc1ccc(C2=NN(C(=O)CN3CCCCC3C)C(c3ccc(Cl)cc3)C2)cc1C (stereo not given)	-10	14	-7
Cc1nn(-c2ccccc2)c(N)c1N=O	-5	15	-6
C=CCN1C(=O)NC(=O)/C(=C/c2cc(OC)c(OC(C)=O)c(OC)c2)C1=O	-6	-4	-3
COc1ccccc1CN1C(=O)C(F)(F)Oc2cc3c(cc21)CCCC3	1	-4	.
Cn1c(=O)c2c(nc(SCC(=O)OCc3ccccc3)n2Cc2ccccc2)n(C)c1=O	-6	4	-8
CSc1ccc(Cl)c(C(=O)N2CCCN(C(=O)c3ccncc3)CC2)c1	-5	6	.
CN1CCN(C(=O)c2nn3c(C(F)(F)F)cc(-c4ccco4)nc3c2Cl)CC1	0	13	.
O=C(NCc1ccccc1)c1cc(=O)c(OCc2ccccc2)co1	-3	5	.
CCN(CC)c1onc(-c2ccc(F)cc2)c1CN(CC1CC1)C(=O)Nc1cccc(Cl)c1	2	-4	-4
Cc1nc(CC2CNCCO2)n(-c2ccc(Cl)cc2C)n1 (stereo not given)	-3	-5	-8
O=C(NCc1ccccn1)C(C1CCCC1)N1CCN(C(=O)c2ccc(C(F)(F)F)cc2)CC1 (stereo not given)	-2	-8	0
COc1cccc(-c2nc(OCC(C)C)nn2-c2cccc(NC(=O)c3ccc([N+](=O)[O-])cc3)c2)c1	-12	16	-4
CS(=O)(=O)N1CCC(NCC(c2ccccc2)N2CCCCCC2)CC1 (stereo not given)	0	0	-3
COc1ccc(C(=O)N(CC(=O)N(CCc2c[nH]c3ccccc23)Cc2ccc(N(C)C)cc2)C(C)C)cc1	-12	.	-7
COc1ccc(CC(=O)N2CCOC(COCc3cccc(C(F)(F)F)c3)C2)cc1F (stereo not given)	-6	21	.
COC(=O)Nc1ccc(S(=O)(=O)OCC(F)(F)C(F)(F)C(F)(F)C(F)F)cc1	-1	7	-2
O=C(CCc1nnn2c1CNCC2)NC1CC1	0	.	-2

Sorted by count of non-hydrogen atoms (smallest number first): part of the list above.
SMILES	hcGAS lum	NPYLR7 ag	mcGAS inh
Cc1nn(-c2ccccc2)c(N)c1N=O	-5	15	-6
O=C(CCc1nnn2c1CNCC2)NC1CC1	0	.	-2
CSc1ccc(Cl)c(C(=O)N2CCCN(C(=O)c3ccncc3)CC2)c1	-5	6	.
Cc1ccc(NC(=O)N2CCc3c(cnn3-c3ccc(C#N)cc3)C2)cc1	1	1	.
COC(=O)Nc1ccc(S(=O)(=O)OCC(F)(F)C(F)(F)C(F)(F)C(F)F)cc1	-1	7	-2
COc1cccc(-c2nc(OCC(C)C)nn2-c2cccc(NC(=O)c3ccc([N+](=O)[O-])cc3)c2)c1	-12	16	-4
CC1(C)O[C@@H]2C[C@@](OCc3cccc(Cl)c3)(C(=O)NCc3ccco3)CC(OCc3ccc(C#N)cc3)[C@@H]2O1 (stereo not given in full)	0	-3	-3

The list continues:
SMILES	hcGAS lum	NPYLR7 ag	mcGAS inh
O=C(c1csc(CSc2nnc(-c3ccccc3Cl)n2-c2ccccc2F)n1)N1CCN(C/C=C/c2ccccc2)CC1	-16	-4	-7
CSCCNC(=O)C1(C)CCN1C(=O)c1cc(C)n(C)n1 (stereo not given)	-8	8	-5
Cc1nc2n(n1)C(=O)C(C(c1ccc(C(C)C)cc1)N1CCC(C)CC1)S2 (stereo not given)	-5	4	.
CC(C(=O)Nc1ccc(F)cc1)S(=O)(=O)c1ccc([N+](=O)[O-])cc1 (stereo not given)	-5	0	.
O=C(NCCCCCCNC(=O)c1c(O)c2ccccc2oc1=O)c1ccccc1	-3	-2	-5
CC(=O)/C=C/c1ccccc1O	-1	-2	17
Brc1cccc(-c2nc(Nc3ccccc3)c3ccccc3n2)c1	-1	0	-3
CC(NC(=O)c1cc(NC(=O)Nc2ccccc2Br)ccc1N1CCCC1)c1ccccc1 (stereo not given)	1	3	-5
CCOC(=O)c1nn(-c2ccc(C)cc2)c(=O)cc1N1CC(C)OC(C)C1 (stereo not given)	4	7	.
COc1nn(C)cc1C(=O)N1CCOCC1	-3	2	.
Cc1noc(-c2ccc(C(C)(C)C)cc2)c1C(=O)N(C)CCc1ccccn1	-7	6	-9
CCOP(=O)(OCC)C(C)(CC)OC(=O)C(C(F)(F)F)C(F)(F)F (stereo not given)	1	-8	.
CC1(C(=O)Nc2ccccc2Br)CCN1C(=O)Cc1ccccc1 (stereo not given)	-8	2	-4
COCCNC(=O)COc1coc(CN2CCN(c3ccccc3)CC2)cc1=O	8	-1	3
Cc1cccc(C(=O)N(CCn2cccn2)c2nc3c(Cl)cccc3s2)c1	1	-18	-6
Cc1ccc(C(=O)N2c3cccc4c3[C@@H](C[C@H]2C(N)=O)CN(C)C4=O)cc1	-4	1	-6
CCN(CC)c1ccc(C(=O)NCCNC(=O)c2ccccc2F)cn1	2	-6	-2
COc1cc(NC(=O)CN2CCN(Cc3csc4ccccc34)CC2)cc(OC)c1	-4	5	.
COc1cccc(C(CN2CCN(C(=O)[C@H](C)OC(C)=O)CC2)OCc2ccc(C#N)cc2)c1 (stereo not given in full)	-4	2	-5
CCOC(=O)c1c(NC(=O)c2ccccc2F)sc2c1CCC2	-4	-3	-4
